# High-throughput results as filed in PubChem.
# miR122 inh – miR-122 Renilla sensor signal increase in Huh7, primary screen, miR-122 inhibitor project, cell-based, single point, plate reader. Huh7 miR-122 Renilla luciferase sensor, 48 h; neutral wells = 0, positive control = 100. hit rate 0.3% among 340,000. activation (reporter increase), % at 12.5 µM;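 active means mean replicate activation score at least 90 and every replicate individually at or above 90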;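 further: higher luciferase means less miR-122 activity so hits act as miR-122 inhibitors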
# RAD54 branch – inhibitors of human RAD54 branch migration, primary screen, biochemical, fluorescence, single point; hit rate 0.14% among 360,000; RAD54 Holliday junction branch migration, FAM/BHQ fluorescence; DNA repair and recombination protein RAD54-like (Homo sapiens), Q92698; inhibition, % at 10.4 µM;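 active means mean normalized replicate activity at least 40 and at least half of replicates scoring 40 or more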;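 further: 0% = median of neutral control wells and 100% = median of positive control wells; inhibitors cause a drop in the FAM fluorescence signal; in these data hits start at about 50%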
# Cneo AK release – Cryptococcus neoformans cell lysis inducers, primary screen, AK release luminescence, single concentration. C. neoformans lysis, adenylate kinase release luminescence, 4 h; normalised: neutral wells 0, clomiphene wells 100. lysis activity, % at 15 µM. hit rate 0.2% among 360,000;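 active means mean lysis activity across replicates of at least 80%, whatever share of replicates individually reach that level; inactive means mean lysis activity below 80%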
#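 Assay system: C. neoformans cells. Amount: yeast cell density of 5 × 10^6 cells/mL. Technique: AK luminescence. Buffer or medium: YPD. Times: static 4 h at 37 °C with compound, 1 h detection. Dosing: single-point compound dose. Read-out: lysis from increased AK signal.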
# PGC1a acetyl inh – inhibitors of PGC1a acetylation signal, primary screen, cell-based, U2OS, AlphaScreen, inhibitor mode | AlphaScreen anti-acetyl-lysine; with virally co-expressed GCN5 acetyltransferase | inhibition, % at 15.6 µM | hit rate 0.17% among 350,000;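 active means every replicate shows inhibition of at least 40%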;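 further: 0% = neutral control wells and 100% = positive control wells; some results beyond the cut were filed as inactive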
# RAD52 inh – RAD52 DNA annealing inhibitors, primary screen, biochemical, FRET, single point, set 2. hit rate 0.46% among 360,000. DNA repair protein RAD52 homolog (Homo sapiens), P43351. AID 651710, 2012. inhibition, % at 18.7 µM. recombinant RAD52 DNA annealing, FRET fluorescence;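 active means every replicate showing at least 50% inhibition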
# Target sequence (P43351 whole entry, looked up): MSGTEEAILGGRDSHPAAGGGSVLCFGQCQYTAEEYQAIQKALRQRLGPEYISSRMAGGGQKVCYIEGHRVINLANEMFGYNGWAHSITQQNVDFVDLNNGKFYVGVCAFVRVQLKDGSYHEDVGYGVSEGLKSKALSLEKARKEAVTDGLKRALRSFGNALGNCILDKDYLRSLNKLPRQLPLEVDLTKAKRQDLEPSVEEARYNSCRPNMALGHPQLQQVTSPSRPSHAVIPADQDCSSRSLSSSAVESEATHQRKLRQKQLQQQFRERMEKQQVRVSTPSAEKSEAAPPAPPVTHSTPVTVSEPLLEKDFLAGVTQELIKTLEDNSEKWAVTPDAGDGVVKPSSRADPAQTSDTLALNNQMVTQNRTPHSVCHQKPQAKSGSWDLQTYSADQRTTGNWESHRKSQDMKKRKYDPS
# E-selectin induc – E-selectin induction in HUVECs, primary screen, imaging, HUVEC, immunofluorescence imaging, single point. normalized: neutral wells 0, TNF-alpha wells 100. hit rate 0.37% among 260,000. activation, % at 7.58 µM. P16581. AID 686992, 2013;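 active means mean E-selectin-positive cell signal at least 10% of the positive control, reached in at least 60% of replicates, without over 20% cell loss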;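 further: in these data hits start at about 27%; measured in HUVEC primary endothelial cells; signal is the percent of cells scored E-selectin positive by PE staining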
# Target sequence (P16581 whole entry, looked up): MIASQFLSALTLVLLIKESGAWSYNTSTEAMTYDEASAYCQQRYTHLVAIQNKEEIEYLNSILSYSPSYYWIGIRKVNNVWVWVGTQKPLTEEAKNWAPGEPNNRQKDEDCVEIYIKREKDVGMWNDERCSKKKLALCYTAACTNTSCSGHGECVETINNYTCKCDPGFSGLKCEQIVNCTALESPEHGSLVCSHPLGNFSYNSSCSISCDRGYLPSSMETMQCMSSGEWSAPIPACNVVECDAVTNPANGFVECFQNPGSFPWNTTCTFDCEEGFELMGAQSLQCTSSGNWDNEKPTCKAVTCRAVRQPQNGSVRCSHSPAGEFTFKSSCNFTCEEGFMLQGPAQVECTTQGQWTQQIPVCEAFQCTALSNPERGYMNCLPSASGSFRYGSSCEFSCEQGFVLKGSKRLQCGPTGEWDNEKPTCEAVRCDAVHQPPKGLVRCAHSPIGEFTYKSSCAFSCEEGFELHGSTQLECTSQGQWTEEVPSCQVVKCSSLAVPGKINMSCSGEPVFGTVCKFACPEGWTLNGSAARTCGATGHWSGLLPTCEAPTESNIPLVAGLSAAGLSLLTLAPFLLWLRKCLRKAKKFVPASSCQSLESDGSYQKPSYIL
#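 Test system – human umbilical vein endothelial cells (HUVEC), E-selectin induction · Input – 3,000 HUVEC seeded per well · Buffer or medium – EGM-2, gelatin · Compound dosing – single-point compound dose · Detection – immunofluorescence imaging · Measure – percent E-selectin-positive cells · Controls – TNF-alpha high, DMSO low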
# ERAP1 inh – human ERAP1 aminopeptidase inhibitors, primary screen, biochemical, single point, plate reader; hit rate 0.15% among 340,000; recombinant ERAP1, Leu-AMC fluorescence, 60 min; AID 652197, 2013; inhibition, % at 10.7 µM; Endoplasmic reticulum aminopeptidase 1 (Homo sapiens), Q9NZ08;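 active means mean replicate inhibition of at least 30%, or all replicates individually reaching that 30% level; inactive means mean below 30% and not every replicate reaching it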;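 further: 0% = neutral control wells and 100% = L-leucinethiol positive control wells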
# PglD inh – C. jejuni PglD acetyltransferase inhibitors, primary screen, biochemical, DTNB colorimetric, single point; UDP-N-acetylbacillosamine N-acetyltransferase PglD (Campylobacter jejuni); purified PglD enzyme, DTNB colorimetric CoA detection; inhibition, % at 12.5 µM; hit rate 0.098% among 360,000; AID 602405, 2012; in the data active means inhibition above about 16%, passing the limit was not always enough; further: strong numbers were not always called active
# Starred values were filed as active, the others as inactive; . = no result given; [ ] = dose if it differs, or a comment.
no.	molecule	miR122 inh	RAD54 branch	Cneo AK release	PGC1a acetyl inh	RAD52 inh	E-selectin induc	ERAP1 inh	PglD inh
1	C[C@H](O)C#Cc1cnc2c(c1)C(=O)N([C@H](C)CO)C[C@H](C)[C@H](CN(C)C(=O)c1ccccc1F)O2	0.5[16.7 µM]	-3.5	3.0	12.7	-10.8	.	-0.2	-0.7
2	CC(NC(=O)C1CCN(S(=O)(=O)c2cccc3cccnc23)CC1)c1ccccc1 (stereo not drawn)	-1.5	4.0	-0.3	-3.1	-1.5	.	1.2	-0.3
3	O=[N+]([O-])c1ccc2nc(SCc3ccccc3Cl)sc2c1	-0.8	0.0	-3.1	-1.0	.	.	.	-5.2
4	O=C(Nc1ccc(Oc2ccccc2)nc1)C1CCCCN1Cc1ccc(OCCO)cc1 (stereo not drawn)	-7.0	3.8	0.8	1.5	-82.1	.	-2.1	-3.7
5	COc1ccc(S(=O)(=O)N(C)C[C@@H]2Oc3c(NS(=O)(=O)c4ccc(F)cc4)cccc3C(=O)N([C@@H](C)CO)C[C@@H]2C)cc1	1.0[16.7 µM]	-3.6	6.3	4.0	.	-3.6	.	1.3
6	Fc1ccc(-c2csc3ncnc(N4CCN(Cc5ccccc5)CC4)c23)cc1	-1.8	4.7	-1.5	.	-19.4	-1.2	-0.9	-2.9
7	CSc1cccc(NC(=O)C2CC(=O)N(Cc3ccccc3)C2)c1 (stereo not drawn)	-1.6	-14.4	1.7	.	6.9	0.0	4.8	2.4
8	O=C(COC(=O)CC1CCCC1)Nc1ccccc1[N+](=O)[O-]	3.9	-29.2	-0.1	0.1	-11.5	1.0	-1.6	-0.7
9	COc1ccccc1NC(=O)Cn1nc(C)n2cccc2c1=O	-10.9	4.0	4.1	0.1	-5.5	0.0	2.6	3.6
10	N#C/C(=C\c1cc([N+](=O)[O-])c(N2CCCCC2)cc1N1CCCCC1)c1nn(-c2ccccc2)c(N)c1C#N	-4.4	10.8	-1.9	-4.7	.	.	.	-0.8
11	O=c1nc(SCc2cccc(C(F)(F)F)c2)nc2ccccn12	72.0	-8.0	-1.1	0.9	-0.3	-1.9	2.3	0.1
12	CCC(C)(C)NC(=S)Nc1ccccc1C	.	.	.	6.0	1.1	0.2	3.6	.
13	O=C(C[C@H]1CC[C@@H]2[C@H](COC[C@H](O)CN2C(=O)c2ccccc2F)O1)NCc1ccc(Cl)cc1	4.1[16.7 µM]	2.8	1.8	-4.3	-8.8	-0.2	-0.4	3.0
14	CCC(=O)N1CC(=O)N2[C@H](C1)[C@H](c1ccc(-c3ccccc3F)cc1)[C@@H]2CO	.	.	.	3.1	-14.5	-0.7	1.1	.
15	O=C(Nc1ccc(N2CCCC2)cc1)c1ccc(Br)cc1	2.8	-1.3	-2.9	-1.6	-1.7	.	2.9	3.8
16	COc1ccc2c3c([nH]c2c1)[C@@H](CO)N(C(=O)Nc1ccccc1F)CC31CCN(C(C)=O)CC1	.	.	.	-6.9	2.5	0.1	-0.5	.
17	CCOC(=O)CCCNC(=O)COC(=O)[C@@H]1CCCN1S(=O)(=O)c1ccc(Cl)cc1	-0.8	-5.6	3.3	-15.4	.	.	.	4.5
18	CCCNC(=O)N1[C@H](C#N)[C@H](c2ccc(C3=CCCCC3)cc2)[C@H]1CO	.	-3.7	50.5	-10.9	6.2	-0.3	4.2	2.8
19	O=C(CCN1CCCCC1)N[C@@H]1C=C[C@@H](CC(=O)N2CCC(Cc3ccccc3)CC2)O[C@H]1CO	-6.1[16.7 µM]	-0.6	-2.1	-4.3	5.5	-0.4	-2.5	-0.7
20	O=S(=O)(c1ccc(Oc2ncnc3scc(-c4ccccc4)c23)cc1)N1CCOCC1	-0.5	-0.3	2.4	-1.3	.	.	.	-2.3
21	CC(C)=CCn1c2ccc(NC(=O)Nc3cccnc3)cc2c(=O)n1C	-8.8	-8.0	2.2	.	-4.2	0.0	-7.5	-3.2
22	COc1cccc(-c2nnc(-c3ccccc3[N+](=O)[O-])o2)c1	3.7	-9.0	-1.5	6.4	-25.6	0.7	-1.5	1.3
23	O=C(Nc1ccccc1C(=O)OCC(=O)N1CCc2ccccc2C1)c1ccco1	4.4	4.3	-2.0	11.2	.	.	.	2.5
24	CCNC(=O)C[C@H]1C=C[C@@H](NC(=O)C2CCOCC2)[C@@H](CO)O1	.	.	.	-3.4	1.5	-0.3	0.1	.
25	CC1CCN(C(=O)CSc2nnc(N)s2)CC1	-5.1	-0.5	0.4	.	-13.4	-0.2	-1.6	3.1
26	C[C@H]1CN([C@@H](C)CO)C(=O)c2cc(NC(=O)C3CCCCC3)ccc2O[C@@H]1CN(C)C(=O)Nc1cccc2ccccc12	2.4[16.7 µM]	-2.6	0.6	-0.4	10.2	-0.6	-2.3	-0.5
27	Cc1ccsc1CN(C)CC(=O)Nc1ccccc1C(=O)NC1CC1	0.0	.	.	4.1	-19.5	0.7	-2.3	.
28	CCOC(=O)C1CCN(c2cc3c(cc2NC(=O)c2cc(OC)ccc2Br)n(C)c(=O)n3C)CC1	4.5	-11.2	-5.9	-11.8	-11.3	.	-1.4	6.1
29	CCC(=O)N1CCc2cc(Br)cc(S(=O)(=O)CCC(=O)NCCc3ccccc3)c21	4.1	-18.4	-2.3	3.1	.	.	.	-1.3
30	Cc1nc2c(-c3ccccc3)c(C)nn2c(C)c1CCC(=O)NC(C)CCc1ccco1 (stereo not drawn)	-6.4	1.6	-1.4	-10.8	3.6	4.8	1.0	-3.5

# Single records (already shown). Screens in order: miR122 inh | RAD54 branch | Cneo AK release | PGC1a acetyl inh | RAD52 inh | E-selectin induc | ERAP1 inh | PglD inh
# `COc1ccc2c3c([nH]c2c1)[C@@H](CO)N(C(=O)Nc1ccccc1F)CC31CCN(C(C)=O)CC1` reads . | . | . | -6.9 | 2.5 | 0.1 | -0.5 | .
# `O=C(CCN1CCCCC1)N[C@@H]1C=C[C@@H](CC(=O)N2CCC(Cc3ccccc3)CC2)O[C@H]1CO` reads -6.1[16.7 µM] | -0.6 | -2.1 | -4.3 | 5.5 | -0.4 | -2.5 | -0.7
# `COc1ccccc1NC(=O)Cn1nc(C)n2cccc2c1=O` reads -10.9 | 4.0 | 4.1 | 0.1 | -5.5 | 0.0 | 2.6 | 3.6

# Returning to the listing with the 2 entries that preceded the break.
no.	molecule	miR122 inh	RAD54 branch	Cneo AK release	PGC1a acetyl inh	RAD52 inh	E-selectin induc	ERAP1 inh	PglD inh
29	CCC(=O)N1CCc2cc(Br)cc(S(=O)(=O)CCC(=O)NCCc3ccccc3)c21	4.1	-18.4	-2.3	3.1	.	.	.	-1.3
30	Cc1nc2c(-c3ccccc3)c(C)nn2c(C)c1CCC(=O)NC(C)CCc1ccco1 (stereo not drawn)	-6.4	1.6	-1.4	-10.8	3.6	4.8	1.0	-3.5
31	COc1ccc(NC(=O)N(C)C[C@H]2Oc3ccc(NC(=O)NC(C)C)cc3C(=O)N([C@@H](C)CO)C[C@H]2C)cc1	-2.5[16.7 µM]	-7.2	3.6	-2.7	-6.1	0.3	-2.0	-6.4
32	NC(=O)c1cc(-c2csc(NCCc3ccccc3)n2)ccc1O	9.0	-1.1	-0.1	.	-1.0	0.2	-5.7	0.9
33	O=S(=O)(Nc1cccc(-c2ccc3nncn3n2)c1)c1cc(F)ccc1F	16.1	.	.	.	-16.8	-0.2	-1.0	.
34	COc1ccc(OCCC(=O)Nc2ccccc2)cc1	-1.3	-9.6	-1.5	-4.5	-3.2	-0.1	0.5	4.9
35	C=CCc1cccc(/C=N/NC(=O)CCC(=O)Nc2ccc(C)cc2)c1O	-6.3	1.8	-0.2	2.1	.	.	.	-7.3
36	O=C(Cc1ccccc1)c1ccc(O)cc1	-9.8	1.4	0.5	19.5	-10.6	-0.1	4.0	4.9
37	CC(=O)N1CCN(c2nc3ccc(Br)cc3s2)CC1	-15.1	9.2	-1.5	0.7	-1.7	.	-0.8	-1.9
38	O=C(C[C@@H]1CC[C@H](NC(=O)Cc2cccnc2)[C@@H](CO)O1)NCc1ccc2c(c1)OCO2	5.3[16.7 µM]	7.9	-2.0	-0.3	3.2	-0.3	2.7	2.8
39	Cc1ccc(C(NC(=O)N2CCN(C)CC2)C(Cl)Cl)cc1F (stereo not drawn)	-7.2	1.9	-0.1	-11.4	0.6	.	0.8	.
40	COc1ccc(NC(=O)CN(C)C(=O)Cc2ccc(-c3ccccc3)cc2)cc1	.	.	.	-4.1	-11.1	2.9	-2.6	.
41	CCCC#Cc1cnc2c(c1)C(=O)N([C@H](C)CO)C[C@@H](C)[C@H](CN(C)S(C)(=O)=O)O2	-2.3[16.7 µM]	5.1	2.0	-11.1	-16.8	0.5	2.6	1.9
42	CCC1CCCCN1CCCNC(=O)c1ccc(CS(=O)(=O)c2ccc(Br)cc2)o1 (stereo not drawn)	7.5	-7.1	0.9	0.1	-10.1	.	-33.1	-0.3
43	CCc1cc(C(=O)N=Nc2c(O)[nH]c3c(Br)cc(Br)cc23)c2ccccc2n1	-2.4	.	.	1.0	-10.5	.	-2.8	.
44	CC(C)C(=O)N1c2ccccc2NC2=C(C(=O)CCC2)C1c1ccc(N(C)C)cc1 (stereo not drawn)	0.9	-8.2	2.1	-0.2	.	.	.	-3.6
45	CCN1CCN(C(c2ccc(F)cc2)c2nnnn2Cc2ccc3c(c2)OCO3)CC1 (stereo not drawn)	-2.7	-4.5	-1.7	-3.9	-10.3	5.4	3.9	0.0
46	COc1ccccc1S(=O)(=O)N[C@H]1C=C[C@H](CC(=O)N2CCOCC2)O[C@@H]1CO	.	-18.4	7.1	4.2	4.8	-0.1	3.1	4.0
47	Nc1ccc(S(=O)(=O)c2ccc(N)c(N)c2)cc1	11.3	.	.	0.7	6.1	.	0.4	.
48	Cc1noc(C)c1NC(=O)Nc1ccc2c(c1)C(=O)N([C@@H](C)CO)C[C@H](C)[C@@H](CN(C)C(=O)Nc1ccc3c(c1)OCO3)OCCCC[C@H](C)O2	-0.9[16.7 µM]	-10.5	-0.5	-7.4	11.8	-0.2	-0.5	0.9
49	CCc1nnc(NC(=O)C2CCN(C(=O)c3ccccc3C)CC2)s1	1.2	-5.7	-1.5	-1.8	-7.1	-0.1	-1.5	-1.1
